# Screening results (PubChem BioAssay)
# FadD28 FP inh: blocks FadD28 binding to the bisubstrate probe. fluorescence polarization. inhibition, % at 12.5 µM. actives 0.22% (n = 360,000); in the data active = inhibition above about 8.5%, passing the limit was not always enough
# BoNT-A LC inh2: BoNT A light chain protease inhibition; multiplex microsphere protease substrate cleavage, flow cytometry; inhibition, % at 10 µM; actives 0.17% (n = 360,000); in the data active = inhibition above about 30%; note: plate controls were buffer without enzyme for full effect and enzyme alone for no effect
# UGM FP inh: blocks M. tuberculosis UGM enzyme. purified UGM, fluorescence polarization probe displacement. actives 0.06% (n = 320,000). P9WIQ1. inhibition, % at 10 µM; in the data active = inhibition above about 10%, passing the limit was not always enough
# Target sequence (P9WIQ1 whole entry, looked up): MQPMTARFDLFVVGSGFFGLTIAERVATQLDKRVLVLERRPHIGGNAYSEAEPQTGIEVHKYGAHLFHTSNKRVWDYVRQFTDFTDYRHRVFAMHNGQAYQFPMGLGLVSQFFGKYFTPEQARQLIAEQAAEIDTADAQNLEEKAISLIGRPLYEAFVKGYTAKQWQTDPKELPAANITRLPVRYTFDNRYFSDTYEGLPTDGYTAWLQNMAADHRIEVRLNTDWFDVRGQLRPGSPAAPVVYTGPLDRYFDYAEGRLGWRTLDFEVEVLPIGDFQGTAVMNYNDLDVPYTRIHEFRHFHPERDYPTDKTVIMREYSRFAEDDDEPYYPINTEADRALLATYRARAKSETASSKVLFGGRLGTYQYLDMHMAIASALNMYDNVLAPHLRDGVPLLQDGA
# BoNT-F LC inh: blocks Botulinum neurotoxin F light chain protease | Multiplex microsphere protease cleavage assay, flow cytometry | inhibition, % at 10 µM | actives 0.22% (n = 360,000); in the data active = inhibition above about 35%, passing the limit was not always enough; note: plate controls were buffer without enzyme for full effect and enzyme alone for no effect
# Mtb FBA inh: inhibitors of M. tuberculosis fructose-bisphosphate aldolase; P9WQA3; purified M. tuberculosis FBA, fluorescence read-out; inhibition, % at 1 µM; actives 2.3% (n = 360,000); in the data active = inhibition above about 27%;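 note: 0% = vehicle and 100% = reference inhibitor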
# Target sequence (P9WQA3 whole entry, looked up): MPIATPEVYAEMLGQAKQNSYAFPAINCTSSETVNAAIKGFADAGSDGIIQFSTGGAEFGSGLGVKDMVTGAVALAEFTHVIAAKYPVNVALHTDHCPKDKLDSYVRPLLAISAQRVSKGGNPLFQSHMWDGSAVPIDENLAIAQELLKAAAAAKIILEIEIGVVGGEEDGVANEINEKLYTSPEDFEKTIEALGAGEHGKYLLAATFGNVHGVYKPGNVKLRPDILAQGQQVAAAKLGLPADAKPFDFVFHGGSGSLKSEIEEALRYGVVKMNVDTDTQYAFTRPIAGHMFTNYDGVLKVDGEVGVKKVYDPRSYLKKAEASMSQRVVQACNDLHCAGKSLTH
# GDH-TPI counter: counter-screen for M. tuberculosis FBA inhibitors: GDH-TPI coupled enzymes. GDH-TPI coupled enzyme counterscreen, NADH absorbance. inhibition, % at 4.8 µM. actives 1.2% (n = 360,000);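 note: 0% = DMSO wells and 100% = wells lacking the enzyme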
# Mtb BioA inh: BioA (M. tuberculosis) enzyme inhibition; actives 0.096% (n = 360,000); purified M. tuberculosis BioA enzyme, plate reader; AID 602481; inhibition, % at 9.99 µM; in the data active = inhibition above about 40%
# PrPC surface inh: inhibitors of human cell surface prion protein PrPC; P04156; TR-FRET read-out; inhibition, % at 13.8 µM; actives 0.43% (n = 370,000); AID 720596; in the data active = inhibition above about 24%; note: 0% = median of the test wells and 100% = reference compound wells
# CCHF vOTU inh: CCHFV vOTU protease inhibition | Pep-AMC fluorescence | inhibition, % at 11.5 µM | actives 0.55% (n = 370,000); note: 0% = vehicle wells with enzyme and 100% = no enzyme wells
# The depositor's hits bear a star; . = no result given. Cut-off read from the data, not from the text of the source, unless noted: active = inhibition above about 30%; inactive = the rest.
SMILES,FadD28 FP inh,BoNT-A LC inh2,UGM FP inh,BoNT-F LC inh,Mtb FBA inh,GDH-TPI counter,Mtb BioA inh,PrPC surface inh,CCHF vOTU inh
COc1ccccc1N1CCN(C(=O)CSc2nc3ccccc3nc2N2CCC(C)CC2)CC1,-2.6,0.9,0.9,-1,-2,2,0.7,2,19
CC(C)(C)C#CCn1c(/C=[N+](\[O-])C2CCCCC2)nc2ccccc21,-1.9,-1.1,-2.3,0,2,21,0.0,.,.
O=C(Oc1cccc(NC2=NS(=O)(=O)c3ccccc32)c1)c1cccnc1,-7.5,0.8,-0.7,5,-1,9,.,-4,24
CCCCC(=O)N1CCCC(C(=O)OCC)C1 (configuration not stated),0.0,-0.6,1.5,0,-1,7,-2.4,0,0
Cc1ccc2nc(NC(=O)CSc3ncnc4c3oc3ccccc34)sc2c1,-2.8,-0.4,.,2,7,19,-1.5,5,-3
COc1ccc(NC(=O)C2CC(=O)n3c(nc4ccccc43)N2)cc1 (configuration not stated),-2.7,-0.4,-0.4,0,0,0,-0.1,3,12
Cc1ccc(C)c(S(=O)(=O)N2CCCC2CNC(=O)C(=O)NCc2ccccc2)c1 (configuration not stated),-0.1,-2.0,0.9,-4,0,9,-1.0,1,-2
O=C(NCC(O)c1ccccc1)c1cccc(S(=O)(=O)N2CCOCC2)c1 (configuration not stated),-5.2,-0.5,-1.1,-7,5,-12,-1.2,1,9
COc1ccc([C@H]2CC(=O)C=C(c3cc(C=O)ccc3OC)C2)cc1OC,-4.4,-0.1,2.4,10,-2,-1,17,-5,-10
COc1ccc(OC)c(NC2c3ncccc3C(=O)N2Cc2ccco2)c1 (configuration not stated),-1.6,-1.5,.,-10,2,6,-0.5,-5,-8
c1ccc(C2C3=C(CCCC3)Nc3ncnn32)cc1 (configuration not stated),-3.4,-1.2,0.2,-14,0,-6,1.4,-9,-15
Cc1ccnc(Sc2nc3c(c(=O)[nH]c(=O)n3C)n2CCCc2ccccc2)n1,-5.6,0.1,-0.1,-4,0,-3,.,4,3
O=C(NCCc1ccncc1)Nc1ccccc1Cl,-2.0,-0.1,1.0,3,-4,4,-1.1,6,2
Cc1cccc(CSC2=NCCN2C(=O)c2ccco2)c1,-0.5,-1.0,1.6,-12,1,0,-0.3,1,-2
Cc1cc(NC(=O)C(C)SCC(=O)OCC(=O)N(Cc2ccccc2)C(C)(C)C)no1 (configuration not stated),2.1,-1.4,0.3,-9,1,-14,1.5,2,-6
COc1cc2c(cc1OC)C(Nc1ccc(S(N)(=O)=O)cc1)=NC(C)(C)C2,-2.8,0.3,0.8,-1,1,7,.,-5,1
COC(=O)c1cc(C(=O)N(Cc2ccccc2)c2ccccn2)cc([N+](=O)[O-])c1,-3.8,-0.9,-1.4,-4,-8,-5,1.3,-26,3
CN1CCN(C(=S)Nc2ccc(Oc3ccccc3)cc2)CC1,-2.2,-0.7,-1.8,-4,0,-3,0.0,17,-5
COC(=O)COc1ccc(NC(=O)c2ccco2)cc1,-1.6,-0.3,1.3,-8,-1,8,-0.9,2,10
CC(C)=C1SC(N2CCN(c3ccc(Cl)cc3)CC2)=NC1=O,-3.3,1.4,-2.1,-1,1,2,.,4,2
CCCCn1nnnc1NCc1cc(OC)c(OC)c(OC)c1,-0.4,-1.4,0.2,-2,1,-1,3.7,-3,5
CSCCC(C(=O)Nc1c(C)cccc1C)N1CCN(C/C=C/c2ccccc2)CC1 (configuration not stated),-0.9,-0.1,.,-1,3,.,-1.1,0,7
CCC(C)n1c(C)nc2c(c1=O)c1nc3ccccc3nc1n2CCC1=CCCCC1 (configuration not stated),-2.8,3.7,2.0,-8,32*,20,.,0,-7
Cc1ccc2c(c1)c(C1=c3ccccc3=NC1=O)c(O)n2C,0.0,-0.2,-1.0,-15,-2,9,-2.1,3,0
COCCCNC(=O)c1ccc(CS(=O)(=O)Cc2cccc(C)c2)o1,-3.9,-0.3,5.5,0,-4,7,0.1,-1,-23
CC(=O)Nc1cc(NC(=O)CCCC(=O)O)ccc1Cl,-3.1,1.3,-0.9,8,2,11,-1.7,-3,-6
O=c1cc(N2CCOCC2)cnn1-c1ccccc1,-1.0,1.6,0.1,8,1,1,.,3,3
O=C(O)/C(=C\c1ccco1)NC(=O)c1ccccc1,0.6,-1.6,-3.0,-14,2,7,2.1,-5,-11
O=C1NC(Cc2c[nH]c3ccccc23)C(=O)N1c1ccc(F)cc1 (configuration not stated),1.0,1.3,1.6,10,3,-5,-4.5,0,10
C/C(=N\NC(=O)C(N)=O)c1ccc(O)cc1O,-3.3,-1.0,1.8,-13,0,8,.,1,-11
Cc1cnc(C2OCCO2)c2cccc(N)c12,-0.6,-0.1,.,2,-1,21,-0.7,-23,38*
O=C(O)c1nn(Cc2nc3ccccc3o2)c(=O)c2ccccc12,-2.8,-2.4,-0.8,-3,-4,-5,-0.5,3,11
CCOc1ccc(-n2c(=S)sc3c(=O)[nH]c(SCC(=O)NC4CCCCC4)nc32)cc1,-0.1,0.1,.,4,2,4,-0.6,-1,17
COc1ccc(OC)c(C2C3=C(CCCC3=O)NC3=C2C(=O)CCC3)c1,0.1,-0.6,-0.8,-44,2,19,-0.2,-6,18
COc1ccccc1NC(=O)CN1CCN(CC(=O)Nc2ccccc2F)CC1,-1.6,-1.0,.,0,1,-18,.,-1,-11
CSc1oc(-c2ccccc2)nc1C(N)=O,-2.9,1.5,-0.8,3,7,5,0.6,10,4
Cc1c(C(=O)NCCCN2CCOCC2)oc2c1C1(CCC2)SCCS1,1.4,-0.1,0.3,2,4,1,.,-1,0
COc1ccc(-c2nc(C#N)c(NCCN(C)C)o2)cc1,-1.2,-0.5,2.0,-1,123*,11,-0.7,1,-30
O=S(=O)(Nc1nc2ccccc2nc1Cl)c1ccc(Cl)cc1,-3.2,0.2,2.5,-3,3,16,0.0,5,6
O=C(Nc1ccccc1-c1ccccc1)c1ccco1,-1.1,0.6,-2.2,3,5,8,-1.6,-2,22
Cc1ccc(-c2nc(CS(=O)CC(=O)NC3CCCC(C)C3C)c(C)o2)cc1 (configuration not stated),0.4,-1.5,-3.3,0,0,4,-0.4,-2,10
Cc1ccc(/C=N/NC(=O)c2c(-c3ccccc3)noc2C)o1,-1.1,-0.8,0.5,-2,3,14,.,2,0
CC(=O)N1CCN(C(=O)c2cc(S(=O)(=O)Nc3ccc(S(C)(=O)=O)cc3)ccc2Cl)CC1,-0.1,-0.6,-1.1,2,0,0,.,4,14
O=C(N/N=C/c1ccc2c(c1)OCO2)c1ccc(NC(=O)c2ccc(F)cc2)cc1,-1.9,-4.1,-0.3,-28,6,23,-0.1,22,15
CCOc1cc(/C=N/NC(=O)C(=O)N/N=C/c2ccc(O)c(OCC)c2)ccc1O,-3.1,-1.7,-2.3,1,-3,51*,-0.7,-7,5
O=C(O)c1cccc(NS(=O)(=O)c2ccc3nnn(O)c3c2)c1,-0.7,-0.6,3.8,2,-3,5,-3.4,13,11
Cc1c(-c2cc(C(=O)O)c3ccccc3n2)cnn1C,-0.7,0.1,-2.5,0,97*,5,-0.8,-1,-50
NC(Cc1ccc(Cl)cc1)c1csc(Nc2ccc(C(=O)NCCCO)cn2)n1 (configuration not stated),-3.1,-0.3,.,-14,-1,18,-0.2,1,-1
COc1ccc(C2=NN(C(=O)CSc3nc(=O)n4cc(C)ccc4n3)C(c3ccc(C)cc3)C2)cc1 (configuration not stated),-3.7,-0.5,-2.9,-7,-1,4,-1.6,2,-9
COc1ccc(-c2ccc(C(=O)Nc3cc(OC)c(OC)c(OC)c3)c3occc23)c(C)c1,0.4,-0.7,.,-11,2,15,0.6,-2,4
CCn1c(=O)c(=O)[nH]c2cc(C(=O)N(C)Cc3ccc(OC)c(F)c3)ccc21,.,0.7,4.0,-5,6,13,10,4,4
CCOC(=O)C1C2C=CC3(CN(c4ccc(Cl)c(F)c4)C(=O)C13)O2 (configuration not stated),-0.9,-0.4,-1.8,1,0,8,1.8,-7,3
C/C(=N/NC(=O)c1ccccc1)C1=C(O)CC(C)(C)CC1=O,0.6,-0.4,-0.7,-1,2,9,.,7,12
CN(C)CCN(Cc1ccccc1)c1nccc(N(C)C)c1C#N,-0.5,-1.0,-0.7,-3,10,18,-0.7,-11,-7
CNC(=O)C(C)NS(=O)(=O)c1ccc(F)cc1 (configuration not stated),-4.0,-4.4,-2.9,-5,-2,-4,-2.6,5,0
COc1ccc(/C(N)=N/OC(=O)CC2CCCCC2)cc1,0.9,-1.7,2.9,-10,5,4,0.9,1,-5
COCCNC(=O)c1c(N)n(CCCn2ccnc2)c2nc3ccccc3nc12,-0.6,6.5,-1.2,-2,132*,16,-2.7,-3,-179
COC(CNC(=O)c1c[nH]c2ccc(S(=O)(=O)N3CCC4(CC3)OCCO4)cc2c1=O)OC,-0.9,-0.2,1.8,1,20,16,-2.0,0,4
COc1ccccc1Cc1c(C2CCCCC2)nc2ccc(Cl)cn12,-5.7,1.9,.,-8,1,.,-3.8,5,24
CCOC(=O)c1c(-c2ccccc2)oc2ccc(O)c(CN3CCN(C)CC3)c12,-5.9,-1.2,0.8,-11,-2,-6,3.9,-5,13

# The list goes on; it opens with the seven that closed the last part.
SMILES,FadD28 FP inh,BoNT-A LC inh2,UGM FP inh,BoNT-F LC inh,Mtb FBA inh,GDH-TPI counter,Mtb BioA inh,PrPC surface inh,CCHF vOTU inh
CN(C)CCN(Cc1ccccc1)c1nccc(N(C)C)c1C#N,-0.5,-1.0,-0.7,-3,10,18,-0.7,-11,-7
CNC(=O)C(C)NS(=O)(=O)c1ccc(F)cc1 (configuration not stated),-4.0,-4.4,-2.9,-5,-2,-4,-2.6,5,0
COc1ccc(/C(N)=N/OC(=O)CC2CCCCC2)cc1,0.9,-1.7,2.9,-10,5,4,0.9,1,-5
COCCNC(=O)c1c(N)n(CCCn2ccnc2)c2nc3ccccc3nc12,-0.6,6.5,-1.2,-2,132*,16,-2.7,-3,-179
COC(CNC(=O)c1c[nH]c2ccc(S(=O)(=O)N3CCC4(CC3)OCCO4)cc2c1=O)OC,-0.9,-0.2,1.8,1,20,16,-2.0,0,4
COc1ccccc1Cc1c(C2CCCCC2)nc2ccc(Cl)cn12,-5.7,1.9,.,-8,1,.,-3.8,5,24
CCOC(=O)c1c(-c2ccccc2)oc2ccc(O)c(CN3CCN(C)CC3)c12,-5.9,-1.2,0.8,-11,-2,-6,3.9,-5,13
CCCCn1c(N)c(N(CCOC)C(=O)COC(=O)COc2ccc(CC)cc2)c(=O)[nH]c1=O,-0.7,-5.1,-1.3,11,-3,-6,.,-3,16
O=C(NCC1CCCN(C2Cc3ccccc3C2)C1)c1cccs1 (configuration not stated),-3.0,1.4,-0.9,3,1,4,1.8,-4,-14
Cc1oc2cc3oc(=O)c(CCC(=O)NCCN4CCOCC4)c(C)c3cc2c1C,-0.5,0.4,-1.1,1,23,25,-1.1,15,-19
CCC(=O)N1CCC1(C)C(=O)NS(=O)(=O)c1cccc(C#N)c1 (configuration not stated),-1.0,0.1,.,-6,4,12,-3.5,1,9
O=C(CCC(=O)c1cccs1)NCc1ccccc1,-2.9,-1.0,0.2,5,-5,-4,2.0,4,6
CCc1cccc(C)c1NC(=O)CO/N=C(\C)c1cc2ccccc2o1,-0.3,-0.7,2.1,2,1,7,.,12,-6
O=C(NCc1ccc(N2CCCC2=O)cc1)c1cc(COc2c(F)cccc2F)on1,-1.6,-1.2,1.3,-6,1,1,-1.5,9,38*
O=C(COC(=O)c1ccccc1O)NC(=O)NCc1ccccc1,0.8,-2.8,.,-1,4,14,-1.4,1,-5
CCN(CC)S(=O)(=O)c1ccc(OC)c(NC(=O)CCS(=O)(=O)Cc2ccccc2)c1,-1.5,1.2,2.3,7,-2,9,3.3,-1,4
CCCNC(=O)c1ccc(N2CCC3(CC2)CC(c2ccccc2)=NO3)c(NC(=O)c2ccccc2)c1,-3.7,0.0,2.5,2,-1,8,0.4,-5,-6
CC(C)(C)c1ccc(-c2nnc(SCC(=O)NC3CCS(=O)(=O)C3)n2N)cc1 (configuration not stated),-3.5,-0.1,0.8,-1,1,8,.,9,-5
